Screening data: PubChem, Johns Hopkins Ion Channel Center
Kir21 block: inhibitors of mouse Kir2.1 inward-rectifier potassium channel | HEK293-Kir2.1, FluxOR thallium flux fluorescence; hits give low values | B-score at 10 µM | Inward rectifier potassium channel 2 (Mus musculus), P35561 | hit rate 0.85% among 310,000;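 active = fluorescence ratio B-score at or below minus 3 SD of library scores, with starting-brightness B-score within 2 SD, cut at about -4.2 in these data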;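 also: channel flux triggered by added potassium and thallium sulfate stimulus; B-score of peak minus minimum fluorescence over baseline after thallium stimulus; more negative B-score means stronger Kir2.1 block with less thallium influx; some compounds called inactive have numbers as strong as hits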
Target sequence (P35561 whole entry, looked up): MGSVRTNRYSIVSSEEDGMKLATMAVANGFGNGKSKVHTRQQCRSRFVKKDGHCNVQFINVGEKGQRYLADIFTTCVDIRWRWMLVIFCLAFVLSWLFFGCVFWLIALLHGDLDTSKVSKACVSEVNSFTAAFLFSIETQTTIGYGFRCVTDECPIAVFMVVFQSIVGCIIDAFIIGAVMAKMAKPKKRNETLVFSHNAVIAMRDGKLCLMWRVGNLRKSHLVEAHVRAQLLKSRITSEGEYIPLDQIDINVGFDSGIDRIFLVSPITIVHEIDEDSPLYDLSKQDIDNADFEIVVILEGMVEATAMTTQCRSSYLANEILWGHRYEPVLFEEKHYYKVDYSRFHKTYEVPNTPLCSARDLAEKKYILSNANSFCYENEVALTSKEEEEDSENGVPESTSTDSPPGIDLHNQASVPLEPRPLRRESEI
KCNQ2 inh: KCNQ2 potassium channel inhibitors, primary screen, cell-based, CHO-K1, FluxOR thallium flux, B-score (AID 2156). Potassium voltage-gated channel subfamily KQT member 2 (Rattus norvegicus), O88943. B-score at 10 µM. 20 min; hits give low values. hit rate 1.1% among 310,000;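 active = fluorescence ratio B-score at most minus 3 library SDs, with starting brightness B-score within 2 library SDs, cut at about -5.5 in these data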
CHT block: inhibitors of human choline transporter CHT | High affinity choline transporter 1 (Homo sapiens), Q9GZV3 | CHT-expressing cells, membrane potential dye, choline response; hits give low values | B-score at 10 µM | hit rate 0.86% among 310,000 | AID 488975, 2010;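 active = B-score over 3 SD under the library average, and starting fluorescence ratio not unusually high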;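 also: choline stimulus applied at its EC90 after an EC20 pre-addition; B-score computed on integrated fluorescence ratio after choline addition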
Target sequence (Q9GZV3 whole entry, looked up): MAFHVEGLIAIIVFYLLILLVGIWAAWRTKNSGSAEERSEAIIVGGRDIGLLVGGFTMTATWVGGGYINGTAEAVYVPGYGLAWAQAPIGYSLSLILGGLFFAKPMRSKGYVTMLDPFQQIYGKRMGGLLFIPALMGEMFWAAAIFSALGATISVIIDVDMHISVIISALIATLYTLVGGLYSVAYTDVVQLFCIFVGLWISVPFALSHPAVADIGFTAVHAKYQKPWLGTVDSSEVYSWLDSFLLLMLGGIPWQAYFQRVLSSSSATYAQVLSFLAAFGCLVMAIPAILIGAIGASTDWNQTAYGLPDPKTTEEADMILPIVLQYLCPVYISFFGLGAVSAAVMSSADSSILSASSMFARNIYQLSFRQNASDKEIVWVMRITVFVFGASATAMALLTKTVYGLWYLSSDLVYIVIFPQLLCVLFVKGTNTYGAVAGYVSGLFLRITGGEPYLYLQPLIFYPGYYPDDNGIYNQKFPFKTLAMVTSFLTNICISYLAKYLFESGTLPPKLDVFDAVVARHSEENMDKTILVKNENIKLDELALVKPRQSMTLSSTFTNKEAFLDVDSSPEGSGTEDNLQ
Active calls of the source: *; i = inactive.

CHT block	Kir21 block	KCNQ2 inh	smiles
i	-2.3	i	COc1ccccc1C(=O)Oc1ccc(C(C)(C)C)cc1
i	0.19	i	CC1=CCC2C(=O)N(c3cccc(C(=O)Nc4ccccc4Cl)c3)C(=O)C2C1 (stereo unspecified)
i	1.3	i	COc1ccccc1NC(=S)N1C2CCC1CC(NC(=O)NC13CC4CC(CC(C4)C1)C3)C2 (stereo unspecified)
i	0.28	i	S=c1[nH]nc(Cc2c[nH]c3ccccc23)o1
i	-1.3	i	CC(=O)c1c(C)[nH]c(C(=O)Nc2cc(C)cc(C)c2)c1C
i	-0.34	i	Cc1cc(-c2ccc(C(C)C)c(S(=O)(=O)NCc3ccco3)c2)on1
i	0.96	i	NC(=O)C1CC(=O)N(c2ccc(OCc3ccc(Cl)cc3Cl)cc2)C1 (stereo unspecified)
i	1.1	i	COc1cc(OC)cc(C(=O)Nc2cccnc2)c1
i	-0.37	i	Cc1ccc(C)c(S(=O)(=O)Nc2ccc(O)cc2)c1
i	-1.5	i	COc1ccccc1NC(=O)C1CCN(c2ncccn2)CC1
i	0.86	i	COc1ccc(NC(=S)N2CCN(C)CC2)cc1
i	-0.15	i	Cc1ccc(-n2ncc(C#N)c2/N=C/N2CCN(C)CC2)cc1
i	0.4	i	Cc1ccccc1C(=O)NC(=S)Nc1ccccc1N1CCCC1
i	0.25	i	COc1ccc(CCN(C(=O)Cn2nnc3ccccc32)C(C(=O)NCC2CCCO2)c2ccncc2)cc1OC (stereo unspecified)
i	-1.1	i	Cc1cccc(NC(=O)CNC(=O)c2ccc3nc[nH]c3c2)c1C
i	-1.7	i	CN(C(=O)c1ccc2c(c1)OCCO2)c1c(N)n(Cc2ccccc2)c(=O)[nH]c1=O
i	1.2	i	CC(=O)N(C)c1ccc(NC(=O)N2CCOCC2)cc1
i	0.82	i	CSc1cccc(NC(=O)/C=C/c2cccc(Cl)c2)c1
i	0.09	i	O=C(NCCCN1CCCC1=O)C(=O)NCC1OCCN1S(=O)(=O)c1ccc(Br)cc1 (stereo unspecified)
i	0.34	i	CC(C)c1nnc(NC(=O)CCC(=O)N2CCN(c3cccc(Cl)c3)CC2)s1
i	0.57	i	COc1ccc(NC(=O)C2CCCN(c3nn4c(=O)cc(C)nc4s3)C2)cc1 (stereo unspecified)
i	0.34	i	CCn1c(=O)c(=O)[nH]c2cc(C(=O)NCc3ccc(F)cc3)ccc21
i	1.4	i	CC1CCCCC1NC(=O)CCn1c(=O)oc2ccccc21 (stereo unspecified)
i	1.5	i	Cc1cccc(OCC(=O)Nc2ccccc2N2CCCCC2)c1C
i	1.1	i	COc1cc(C(=S)N2CCOCC2)cc(OC)c1O
i	0.4	i	Cc1nc(C)c(CC(=O)N2CCc3c([nH]c4ccccc34)C2c2ccccn2)s1 (stereo unspecified)
i	0.92	i	Nc1nc(Cl)cc(NCCc2ccc(O)cc2)n1
i	0.26	i	CN(C(=O)COC(=O)C1c2ccccc2Oc2ccccc21)C1CCS(=O)(=O)C1 (stereo unspecified)
i	2.4	i	Cc1ccc(NC(=O)COC(=O)Cn2cnc3c2c(=O)n(C)c(=O)n3C)c(Cl)c1
i	0.77	i	Cc1cc(C)c(S(=O)(=O)N2CCN(C(=O)CN3C(=O)NC4(CCCC4)C3=O)CC2)c(C)c1
i	-0.87	i	CCOC(=O)c1c(NC(=O)CSc2nnc(-c3c[nH]c4ccccc34)n2CCOC)sc2c1CCCC2
i	0.9	i	CN1CCc2c(sc(NC(=O)C3CCCN3S(=O)(=O)c3ccc(Cl)s3)c2C(N)=O)C1 (stereo unspecified)
i	-15*	i	COc1ccc(Nc2ccnc3ccccc23)cc1
i	-1.8	i	CCc1nc(SCC(=O)c2c[nH]c3ccccc23)n[nH]1
i	0.01	i	CCOC(=O)c1cccc(NS(=O)(=O)c2cnc[nH]2)c1
i	-0.06	i	CCOC(=O)N1CCN(S(=O)(=O)c2ccc(C)c(C(=O)NC3CCCCC3)c2)CC1
i	-0.61	i	COc1ccccc1OCc1cc(C(=O)N(C)CCC2CCCCO2)no1 (stereo unspecified)
i	0.25	i	CCC1=NN=C(c2ccc(F)cc2)C(c2c[nH]c3ccccc23)N1O (stereo unspecified)
i	-0.62	i	Cc1ccc(NC(=O)CN2C(=O)c3ccccc3S2(=O)=O)cc1C
i	-0.15	-6.5*	CC1=Nc2ccccc2N=C(NC(=O)CN2CCN(c3ccccc3)CC2)C1c1ccccc1 (stereo unspecified)
i	0.45	i	O=C1NCCc2cc3c(cc21)OCO3
i	0.1	i	CC(C)c1ccc2[nH]c(O)c(N=NC(=S)NCCc3ccccc3)c2c1
i	1.3	i	O=C(CCC(=O)Nc1ccc(Cl)cc1Cl)NNC(=O)Nc1ccccc1
i	-5.8	i	Cc1ccc(-c2[nH]c3cc(C(=O)NCCCn4ccnc4)ccc3c(=O)c2O)cc1
i	1.4	i	CC1CN=C(Nc2cccc(S(=O)(=O)N(C)C)c2)S1 (stereo unspecified)
i	1	i	CCOC(=O)C(C)Sc1snnc1C (stereo unspecified)
i	-0.06	i	O=C(Cn1ncc2c1-c1ccccc1OC2)N1CCN(c2ccccn2)CC1
i	1.1	i	CCOc1ccc(N(CC(=O)NCc2ccc(OC)cc2)C(=O)CCC(=O)Nc2nccs2)cc1
i	1.5	i	CC1=NN(c2ccc(Br)cc2)C(=O)/C1=C/c1cccs1
i	0.53	i	CCOC(=O)N1CCN(C(=O)c2cccc(F)c2)CC1

Carrying on.
CHT block	Kir21 block	KCNQ2 inh	smiles
i	1.5	i	COc1cccc(OCC(=O)Nc2ccncc2)c1
i	0.31	i	CCN(CC)CCNC(=O)C(=O)Nc1ccc2c(c1)N(S(=O)(=O)c1cccs1)CCC2
i	0.91	i	CCC(C)N=Cc1c(Nc2ccccc2)nc2c(C)cccn2c1=O (stereo unspecified)
i	-0.15	i	CC(NC(=O)C(=O)c1cn(CC(=O)N2CCOCC2)c2ccccc12)c1ccccc1 (stereo unspecified)
i	-1.6	i	COC(=O)c1ccc(N2CCOCC2)c(NC(=O)c2cccs2)c1
i	-0.82	i	Cc1ccc2nc(-c3ccncc3)cc(C(=O)Nc3ccncc3)c2c1
i	-1	i	Cc1onc(-c2ccccc2)c1C(=O)OCCOc1ccc([N+](=O)[O-])cc1[N+](=O)[O-]
i	0.02	i	CCN(CC)C(=O)CSc1nnc2cc(C)c3ccccc3n12
i	0.87	i	N#C/C(=C\c1ccc(Sc2nc3ccccc3[nH]2)o1)c1ccccc1
i	-1.2	i	Cc1cccc(C(=O)NCc2nnc3c4ccccc4c(-c4ccccc4)nn23)c1
i	0.2	i	CN1c2ccsc2/C(=N/NC(=O)c2c(F)cccc2F)CS1(=O)=O
i	0.48	i	Cc1scc(C(=O)NNC(=S)NCC(C)C)c1C
i	1.3	i	CCOC(=O)Cc1c[nH]c(=S)[nH]c1=O
i	-1.1	i	Cc1ccc(S(=O)(=O)c2cnc(-c3ccccc3)nc2N2CCCCC2)cc1
i	-1.2	i	CCOc1ccccc1N(C(=O)CNC(=O)c1ccco1)C(C(=O)NC1CCCC1)c1ccncc1 (stereo unspecified)
i	-1	i	C=CCn1c(SCC(=O)Nc2sc3c(c2C#N)CCC3)nnc1C1COc2ccccc2O1 (stereo unspecified)
i	-0.11	i	O=C(COC(=O)c1ccccc1C(=O)c1ccccc1)c1ccco1
i	0.7	i	COc1ccc(S(=O)(=O)NCCC(C)C)cc1C
i	-1.6	i	CC(C)(C)c1ccc(OC(=O)N2CCOCC2)cc1
i	1.1	i	CC(CC(=O)NCc1ccco1)S(=O)(=O)c1ccc2c(c1)CCN2C(=O)C1CC1 (stereo unspecified)
i	-2	i	CCOC(=O)c1ccc(NC(=O)[C@@H](NC(N)=O)C(C)C)cc1
i	0.73	i	CCOC(=O)N1CCN(C(=O)Nc2ccc(Cl)cc2Cl)CC1
i	-1.1	i	c1ccc2oc(-c3csc(N4CCOCC4)n3)cc2c1
i	0.01	i	CC(=O)NC1C(=O)N=C(SC(C)C(=O)Nc2cccc(Cl)c2)NC1=O (stereo unspecified)
i	0.54	i	CN1CCN(S(=O)(=O)c2cccc(C(=O)NC3CCCC3)c2)CC1
i	1.9	i	CCOc1cc(/C=C2\SC(N3CCCC(C)C3)=NC2=O)ccc1O (stereo unspecified)
i	0.29	i	COc1ccccc1CCNC(=O)c1nccnc1C(=O)O
i	0.01	i	CCc1ccc(NC(=O)N2CCN(C(=O)C3CCCO3)CC2)cc1 (stereo unspecified)
i	-0.33	i	c1cncc(C(c2nnnn2C2CCCC2)N2CCN(Cc3ccc4c(c3)OCO4)CC2)c1 (stereo unspecified)
i	0.24	i	Cn1c(=O)c2c(nc(NCc3ccco3)n2Cc2ccccc2Cl)n(C)c1=O
i	0.99	i	Cc1sc2ncnc(NCC(c3ccccc3)N(C)C)c2c1C (stereo unspecified)
i	0.29	i	Cc1cc(NC(=O)CCC(=O)N(c2ccccc2)C(C(=O)NC2CCCC2)c2ccc(F)cc2)no1 (stereo unspecified)
i	-0.37	i	O=C(Cn1c(CO)nc2ccccc21)Nc1cc(C(F)(F)F)ccc1N1CCOCC1
i	0.35	i	N#Cc1cc(C#N)c(N2CCN(c3ccccn3)CC2)nc1N
i	1.8	i	C=Cn1cc[n+](CC(=O)c2ccc(Br)s2)c1
i	-1.7	i	Cc1nn(C)c(C)c1NS(=O)(=O)c1cccc(Br)c1
i	-0.58	i	CCN1CCN(c2oc(-c3ccc(OC)cc3)nc2C#N)CC1
i	-0.86	i	Cc1cccc(CCNC(=O)c2oc3c(C)c(C)ccc3c2C)n1
i	-0.02	i	O=C(CN1CCC(NC(=O)Nc2ccccc2)CC1)Nc1ccccc1F
i	-0.57	i	Cn1nnnc1Sc1c(Cl)cccc1[N+](=O)[O-]
i	-0.28	i	COc1ccccc1Nc1nc2ccccc2n1C
i	2	i	O=C(COC(=O)c1c[nH]c(=O)[nH]c1=O)Nc1ccccc1F
i	-0.95	i	N#C/C(=C\c1c(N2CCC(C(N)=O)CC2)nc2ccccn2c1=O)C(=O)NC1CCCCC1
i	-1.2	i	COc1c(S(=O)(=O)NCCCn2ccnc2)ccc(Cl)c1Cl
i	-0.48	i	Cc1ccc(/C=N/N(Cc2ccccc2)c2ccccc2)o1
i	-1	i	O=C(NCCN1CCN(c2ccccc2F)CC1)C1CCCN(S(=O)(=O)c2cnc[nH]2)C1 (stereo unspecified)
i	-2.7	i	O=C(NCCN1CCOCC1)c1cnn2c1NC(c1cccs1)CC2C(F)(F)F (stereo unspecified)
i	0.75	i	Cc1cc(NC(=O)CCSc2ccccc2)ccc1Br
i	-0.43	i	COc1ccc(C(=O)NCCNc2ccccc2[N+](=O)[O-])cc1
i	1.5	i	COc1ccc(-c2cc(C(=O)N3CCN(c4ccccc4)CC3)c3ccccc3n2)cc1OC

Individual results from the results shown.
For Kir21 block, Cc1ccc(/C=N/N(Cc2ccccc2)c2ccccc2)o1 is entered as -0.48
For Kir21 block, CCN1CCN(c2oc(-c3ccc(OC)cc3)nc2C#N)CC1 is entered as -0.58

Whole records as entered above. Screens in order: CHT block | Kir21 block | KCNQ2 inh
Cn1c(=O)c2c(nc(NCc3ccco3)n2Cc2ccccc2Cl)n(C)c1=O in the list: i | 0.24 | i
Cc1cc(NC(=O)CCSc2ccccc2)ccc1Br in the list: i | 0.75 | i
CCOc1cc(/C=C2\SC(N3CCCC(C)C3)=NC2=O)ccc1O (stereo unspecified) in the list: i | 1.9 | i
Cc1nn(C)c(C)c1NS(=O)(=O)c1cccc(Br)c1 in the list: i | -1.7 | i

(continued)
CHT block	Kir21 block	KCNQ2 inh	smiles
i	1.5	i	COc1ccc(Cn2c(SCC#N)nc3ccc(N4CCOCC4)cc3c2=O)cc1
i	1.6	i	O=C(COc1ccc2c3c(c(=O)oc2c1)CCCC3)NC(Cc1ccc(Cl)cc1)C(=O)O (stereo unspecified)
i	-0.02	i	Cc1ccc(C(=O)O)cc1NC(=S)NC(=O)c1ccc([N+](=O)[O-])c(C)c1
i	0.04	i	CCOC(=O)Cc1[nH]nc2c1C(c1cc(OC)ccc1OC)C(C#N)=C(N)O2 (stereo unspecified)
i	0.97	i	COCCOC(=O)C1=C(C)NC(=O)NC1c1cccc(F)c1 (stereo unspecified)
i	-0.08	i	COc1ccc(NC(=O)C2CCN(S(=O)(=O)c3cccc4nonc34)CC2)c(OC)c1
i	0.12	i	Cc1nonc1C(=O)N/N=C/c1ccc(O)cc1
i	-3	i	O=C(Cc1ccc(Cl)cc1)NNC(=O)Nc1cccc2ccccc12
i	0.17	i	CC(C)(C)C(=O)Nc1ccc(C(=O)NCc2cccnc2)cc1
i	0	i	CCN(CC)C1=N/C(=C\c2ccc(OC)cc2)C(=O)N1c1ccccc1

Four compounds already listed, arranged by number of heavy atoms, ascending.
CHT block	Kir21 block	KCNQ2 inh	smiles
i	0.97	i	COCCOC(=O)C1=C(C)NC(=O)NC1c1cccc(F)c1 (stereo unspecified)
i	-3	i	O=C(Cc1ccc(Cl)cc1)NNC(=O)Nc1cccc2ccccc12
i	-0.02	i	Cc1ccc(C(=O)O)cc1NC(=S)NC(=O)c1ccc([N+](=O)[O-])c(C)c1
i	-0.08	i	COc1ccc(NC(=O)C2CCN(S(=O)(=O)c3cccc4nonc34)CC2)c(OC)c1
